Bioassay records from PubChem.
OX1R antag: blocks the human orexin 1 receptor; O43613; CHO/OX1R cells, Fluo-8 calcium fluorescence, orexin A; inhibition, % at 5 µM; hit rate 0.43% among 330,000;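 active means inhibition above its plate's threshold, mean inhibition of all tested compounds on the plate plus 3 SD, cut at about 37% in these data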;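 further: 0% = orexin A challenge wells and 100% = SB-334867-A antagonist wells; not every result past the cut was called active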
Target sequence (O43613 whole entry, looked up): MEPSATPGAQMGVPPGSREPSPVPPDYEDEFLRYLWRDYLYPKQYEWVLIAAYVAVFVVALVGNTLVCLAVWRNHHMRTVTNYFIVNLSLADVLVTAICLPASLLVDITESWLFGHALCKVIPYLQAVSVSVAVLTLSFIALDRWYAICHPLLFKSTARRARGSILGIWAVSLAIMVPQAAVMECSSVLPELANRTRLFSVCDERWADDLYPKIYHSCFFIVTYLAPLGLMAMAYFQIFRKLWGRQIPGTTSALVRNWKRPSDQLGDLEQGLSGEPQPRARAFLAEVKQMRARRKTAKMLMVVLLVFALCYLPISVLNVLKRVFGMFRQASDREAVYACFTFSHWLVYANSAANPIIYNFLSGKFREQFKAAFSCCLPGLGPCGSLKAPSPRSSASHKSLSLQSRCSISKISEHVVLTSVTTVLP
CHT PAM: allosterically activates the human high affinity choline transporter | CHT-expressing cells, membrane potential dye, choline EC20; active compounds read high; LV-AA mutant CHT in HEK293 cells | B-score at 10 µM | AID 488977 | hit rate 0.49% among 310,000;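 active means initial fluorescence not abnormally high and integrated response B-score, plate-corrected, over 3 SD above library mean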
The depositor's hits bear a star; i = inactive; . = no result given.

molecule | OX1R antag | CHT PAM
Cc1ccccc1-c1nnc(SCCC(=O)N2CCOCC2)o1 | -13 | i
Cn1c(C(=O)NCC2CCCO2)cc2c(=O)[nH]c3ccccc3c21 (stereo unspecified) | -2 | i
COc1ccc(S(=O)(=O)NC2(C(F)(F)F)NC(=O)N(CCc3ccc(OC)c(OC)c3)C2=O)cc1 (stereo unspecified) | -15 | i
COC(=O)/C(=C\Nc1ccc(Cl)cc1Cl)NC(=O)c1ccc(OC)cc1 | -42 | i
COc1cccc2sc3ccc(NCc4ccc5c(c4)OCO5)cc3c(=O)c12 | -8 | i
CCc1ccc(OCc2nnc(SCC(=O)NC3CCCCC3)o2)cc1 | -26 | i
CCOC(=O)CCCCC(=O)c1[nH]c(=O)[nH]c1Cn1ccnc1 | -13 | i
Cc1nnsc1C(=O)N/N=C/c1ccc2ccccc2c1O | 23 | i
CN(C)CC(C)(C)CNC(=O)c1cc(=O)c2ccccc2o1 | 2 | i
Cc1ccc(C(=O)OCC(=O)N2CC(C)CC(C)C2)cc1S(=O)(=O)N1CCCCC1 (stereo unspecified) | -7 | i
Cc1cc(=S)cc(C)n1CCCO | -18 | i
CC(=O)c1ccc(NC(=O)C(C)OC(=O)c2ccc3c(c2)nc(C)n3-c2ccccc2)cc1 (stereo unspecified) | -20 | i
NS(=O)(=O)c1ccc(CCNc2nc(CN3CCCCC3)nc3sc4c(c23)CCC4)cc1 | -24 | i
C=Cn1cc[n+](CC(=O)c2ccc(Cl)cc2)c1 | -3 | i
O=C(COc1ccc(N2CC(C(=O)O)CC2=O)cc1)Nc1cccc(C(F)(F)F)c1 (stereo unspecified) | 11 | i
CN1C(=S)SC(N2OC3C(=O)N(c4ccccc4)C(=O)C3C2c2ccc(Cl)cc2)C1(C)C (stereo unspecified) | -22 | i
O=C(Nc1ccc(N2CCOCC2)cc1N1CCOCC1)c1ccc(Br)cc1 | 3 | i
CC(=O)N1N=C(c2ccccc2)OC1c1ccc([N+](=O)[O-])s1 (stereo unspecified) | -4 | i
CC(C)Oc1ccc(CNC2CCOC(C)(C)C2)cc1 (stereo unspecified) | -9 | i
N=C1C(c2nc3ccccc3s2)=C(O)CN1Cc1ccccc1 | -6 | i
O=C(CSc1ncnc2nc[nH]c12)c1ccccc1 | -22 | i
CCN(CC)C(=O)[C@H]1C[C@H](CC(=O)NCCCOC)C(=O)N2CCc3c([nH]c4cc(CCC(=O)N(C)C)ccc34)[C@]12C | -4 | .
CN(c1ccccc1C(=O)Nc1ccccc1C(=O)NCc1ccco1)S(C)(=O)=O | -4 | i
CCOC(=O)c1ccc(NC(=S)Nc2ccccc2)cc1 | -6 | i
CCCC(C(=O)Nc1cc(S(=O)(=O)N2CCOCC2)ccc1OC)c1ccccc1 (stereo unspecified) | -30 | i
CCn1c(C)nc2cc(C(=O)OCCC(F)(F)F)ccc21 | -1 | i
CCOC(=O)CN1C(=O)N[C@@H](c2ccccc2)C(C(C)=O)=C1C | -1 | i
CC(COS(N)(=O)=O)Cc1ccc(C(F)(F)F)cc1 (stereo unspecified) | -3 | i
COc1ccc(N(CC(=O)NC2CCCCC2)S(=O)(=O)c2cccnc2)cc1 | -19 | i
CC(C)Oc1snc(Cl)c1C(N)=O | -4 | i
Cc1ccc(OCCNC(=O)C(C)SCC(=O)Nc2ccc(F)cc2)cc1 (stereo unspecified) | -7 | .
C=CCn1c(C)cc(C(=O)COC(=O)c2ccc3c(c2)NC(=O)CS3)c1C | -19 | i
Cc1ccc(C2=NN(C3=NN=C(N)Cc4ncnn43)C(O)(C(F)(F)F)C2)cc1 (stereo unspecified) | 3 | i
Cc1ccc2oc(=O)c3cnn(CC(=O)NCCC(C)C)c3c2c1 | -25 | i
CCOC(=O)N1CCN(C(=O)Nc2ccc(Cl)cc2Cl)CC1 | -10 | i
C=CCn1c(=O)c(C(=O)NCCN(CC)CC)c(O)c2ccccc21 | -33 | i
O=C(C1=C[C@H](c2csc3ccccc23)C[C@H](OCc2ccc(CO)cc2)O1)N1CCN(Cc2ccc3c(c2)OCO3)CC1 | -4 | i
Cc1cc(C(=O)NCCC2=CCCCC2)no1 | 6 | i
COc1cc(/C=N/NC(=O)c2cccc([N+](=O)[O-])c2)ccc1OCc1ccccc1 | -18 | i
COC(=O)C1=C(CSCc2ccccc2)NC(=O)NC1c1cc(C)ccc1C (stereo unspecified) | -11 | i
COc1ccccc1NC(=O)CCCc1nnc2n(C)c(=O)c3sccc3n12 | -5 | i
CCOC(=O)CC1C(=O)NCCN1C(=O)c1ccc(Cl)c(Cl)c1 (stereo unspecified) | -13 | i
Cc1ccccc1N(C(=O)c1snc(C(N)=O)c1N)C(C(=O)NC1CCCCC1)c1ccc(O)cc1 (stereo unspecified) | -11 | i
Cn1c(NC(=O)c2ccccc2C(F)(F)F)cc(=O)n(C)c1=O | -3 | i
CC(C)(C)NC(=O)COc1ccc(CNCc2ccccn2)cc1 | -12 | i
O=C(CN(Cc1ccccc1)C1=NCCS1)c1ccccc1 | -11 | i
CCc1ccccc1NC(=O)CCS(=O)(=O)c1ccc(OC)cc1 | -13 | i
CCNC(=O)CN(c1ccc(F)cc1)S(=O)(=O)c1ccc2c(c1)OCCO2 | -4 | i
C=CCc1cc(OC)ccc1OCCON1C(=O)CCC1=O | -16 | i
CCCCN(NC(C)=O)c1nc(Cl)nc(NC(C)C)n1 | -20 | i

The results go on:
molecule | OX1R antag | CHT PAM
N/C(=N\OC(=O)COc1ccccc1)c1cccnc1 | -1 | i
COc1ccc(-c2nc(N)n(C(=O)c3ccc(C)cc3)n2)cc1 | -23 | i
Cc1cc(C)cc(C(=O)NC2CC(C)(C)NC(C)(C)C2)c1 | -20 | i
O=C(NC1(C(F)(F)F)N=C(c2ccccc2)NC1=O)c1ccccc1 (stereo unspecified) | -20 | i
COC(=O)c1sc2cc(C(F)(F)F)cnc2c1-c1ccccc1 | -21 | i
C[C@]12c3[nH]c4ccccc4c3CCN1C(=O)C(CC(=O)NCCN1CCOCC1)C[C@@H]2C(=O)N1CCOCC1 (stereo partly specified) | -2 | .
C[C@@H]1CCC(=O)N(C[C@@H](C)CC#N)CC1 | -18 | i
COc1ccc(N2CCN(C(c3ccccc3)c3sc4nc(C)nn4c3O)CC2)cc1 (stereo unspecified) | -14 | i
O=C(NC12CC3CC(CC(C3)C1)C2)c1ccc(-c2ccc(Cl)cc2)o1 | -71 | i
Clc1ccccc1N=C1SCCS1 | -8 | i
CCc1ccccc1NC(=O)CN(C)S(=O)(=O)c1ccc(-c2ccc(=O)[nH]n2)s1 | -8 | i
NC(=O)c1ccsc1NC(=O)c1ccc([N+](=O)[O-])o1 | 32 | .
Cc1cc(NC(=O)c2c(Br)c(C)nn2C)no1 | -6 | i
Cc1cccc(C)c1OCCSc1n[nH]c(N)n1 | -8 | i
COc1ccc2c(c1)C(=O)C(=O)N2CC1COc2ccccc2O1 (stereo unspecified) | -6 | i
Cc1ccc(/C=C2\SC(=S)N(CCCC(=O)NNC(=O)c3ccccc3O)C2=O)cc1 | -5 | i
CCN=C1S/C(=C\c2ccc(N3CCOCC3)cc2C)C(=O)N1CC | -9 | i
COc1ccc(/C=C/C(=O)NCC(=O)N/N=C(/CCC(=O)O)c2ccccc2)cc1 | -34 | i
COc1ccc(-c2ccccc2)cc1NCc1ccc(OC)c(OC)c1 | -22 | i
N#Cc1c(-c2ccc([N+](=O)[O-])cc2)nc2n(c1=O)CCS2 | -5 | i
Cc1cc(NC(=O)COC(=O)c2ccccc2Cl)no1 | -16 | .
O=C(O)CNc1ccc(S(=O)(=O)C(F)(F)F)cc1[N+](=O)[O-] | 0 | i
Cc1nc(-c2cccc(S(=O)(=O)N3CCCC(C)C3)c2)cs1 (stereo unspecified) | -15 | i
Cc1ccsc1C(=O)N1CCc2ccccc2C1 | -15 | i
O=C(c1ccc(F)c(S(=O)(=O)N2CCOCC2)c1)N1CCN(c2ccc(F)cc2)CC1 | -28 | .
Cc1ccc(C(=O)NC(=C(Cl)Cl)S(=O)(=O)c2ccc(C)cc2)cc1 | -34 | i
O=C(CN1CCN(S(=O)(=O)c2ccc(Br)cc2)CC1)N/N=C/c1ccco1 | -14 | i
COc1ccc(Oc2c(C)oc3cc(OC(=O)N4CCOCC4)ccc3c2=O)cc1 | -26 | i
Cn1ncc2c(O/N=C(\N)c3ccc(C(F)(F)F)cc3)ncnc21 | -24 | i
COc1cc(/C=C2/SC(N)=NC2=O)ccc1Oc1ccc([N+](=O)[O-])cc1[N+](=O)[O-] | 1 | i
COc1ccc(-n2c(SCC(=O)Nc3cc(C)on3)nc3ccccc3c2=O)cc1Cl | -29 | i
Cc1ccc(-n2nnnc2SCc2ccc(C(=O)O)cc2)cc1C | -20 | i
CCOC(=O)C1CCCN(Cc2ccccc2OCC)C1 (stereo unspecified) | -12 | i
O=CN1N=C(c2ccccc2)CC1c1ccc(Cl)cc1 (stereo unspecified) | -29 | i
Cc1nc(-c2ccc(NC(=O)c3ccco3)cc2)cs1 | -16 | i
O=c1c2cnn(-c3ccccc3)c2ncn1Cc1ccccc1F | -8 | i
CCOC(=O)c1nc2ccccc2c(C)c1C | -7 | i
O=C(O)c1ccc(Cl)c(S(=O)(=O)NCc2ccco2)c1 | -15 | i
CCCn1c(SCC(=O)N2c3ccccc3Sc3ccccc32)nc2ccccc21 | -21 | i
CC1CCCC(C)N1/N=C/c1cccc(Br)c1 (stereo unspecified) | 6 | i
COc1cc(C2=NOC(C(=O)Nc3ccc4c(c3)OCO4)C2)cc(OC)c1OC (stereo unspecified) | . | i
O=C(O)CCn1c(SCCOc2ccccc2)nc2ccccc21 | 58* | i
CC(=O)NS(=O)(=O)c1ccc(NC(=O)c2cccc(OCc3c(C)noc3C)c2)cc1 | -12 | .
C/C(=N\NC(=O)c1ccn(C)n1)c1ccc(NC(=O)c2cccc(F)c2)cc1 | -18 | i
CCc1nc2c(n1O)CCc1nonc1-2 | -6 | i
CC1CCN(C(=S)c2cn(Cc3ccc(F)cc3)c3ccccc23)CC1 | 12 | i
COc1ccc2oc(C(=O)N(CC(C)C)C3CCS(=O)(=O)C3)c(C)c2c1 (stereo unspecified) | -19 | i
O=C(NC1CCN(Cc2ccccc2)CC1)c1ccc(Cl)cc1Cl | -27 | i
CN(CC(=O)NCc1ccc(F)cc1)S(=O)(=O)c1ccc2c(c1)n(C)c(=O)c(=O)n2C | -16 | i
COCCCn1nnnc1SCC(=O)N1CCN(C(=O)c2ccco2)CC1 | -1 | i

(listing goes on)
molecule | OX1R antag | CHT PAM
CCn1ncc(/C=N\NC(=O)c2csc3ccccc23)c1C | -30 | i
Nc1ccc2c(c1)CCC2=O | 7 | i
Cc1nc2ccccc2c(=O)n1NC(=O)c1ccc([N+](=O)[O-])cc1Cl | -16 | i
COC(=O)c1ccccc1NC(=O)Cn1cc(Br)cn1 | -28 | i
COc1ccc2c(c1)OC(c1ccccc1)(C(F)(F)F)NC2=O (stereo unspecified) | -30 | i
Clc1ncnc2scc(C3COc4ccccc4O3)c12 (stereo unspecified) | -12 | i
Cc1c(C)c2c(OCC(=O)N3CCC(C(=O)NCC(C)C)CC3)cc3c(c2oc1=O)CCC(C)(C)O3 | -16 | i
Cc1onc(-c2ccccc2Cl)c1C(=O)NCc1cccs1 | -8 | i
Cc1cccc(NC(=S)N(Cc2ccco2)C(C)c2cccs2)c1 (stereo unspecified) | -11 | i
COc1ccc(NC(=O)CSc2nnc(C3CC3)n2C)cc1S(=O)(=O)N1CCOCC1 | 7 | .
Cc1cc(=O)oc(C)c1C(=O)NCCc1ccccc1 | -6 | i
O=C(NC1CC1)C1=COCCO1 | -11 | i
COc1ccc(CCNC(=O)c2ccc(-c3ccc([N+](=O)[O-])cc3Cl)o2)cc1 | 5 | i
COc1ccc(N2CCN(C(c3cccc(OC)c3OC)c3nnnn3C3CCCC3)CC2)cc1 (stereo unspecified) | -38 | i
O=C(CSc1nnc(-c2n[nH]c3ccccc23)n1-c1ccccc1)Nc1cccc(Cl)c1 | -13 | i
Cc1cccc(C(=O)NC2CC3CCCC(C2)N3S(=O)(=O)c2ccccc2)c1 (stereo unspecified) | 13 | i
